# From PubChem
# USP2a inh: blocks human ubiquitin-specific protease USP2a | USP2a enzymatic assay, qHTS inhibition | Potency, µM (series often up to 38.3 µM), for inactives: at the highest dose activity change, negative = inhibition, actives largely listed as inhibitors | 60,000 tested, 0.1% active | AID 927;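 also: potency is read from the fitted curve at half-maximal effect; nearly all actives have a fitted effect of over 60% in size; plate controls were DMSO for no effect and NEM full inhibition control for full effect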
#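 Inhibition is measured in a cell-free coupled assay with 20 nM USP2 core, 20 nM Ub-PLA2 and 20 uM NBD C6-HPC, 2.5 h incubation. Activity normalized to NEM control.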
# BRCT PPI green: blocks human BRCA1 BRCT binding to phosphopeptide, green readout; 75,000 tested, 0.05% active; BRCA1 BRCT-phosphopeptide binding, green fluorescence polarization; Potency, µM (titrated, usually from 76.9 µM), inactives show at the top dose activity change, negative = inhibition, actives largely listed as inhibitors; P38398;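 also: potency is read from the fitted curve at half-maximal effect; plate controls were peptide without protein for full effect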
#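 Fluorescence polarization: His-tagged BRCT (~35 kDa BRCA1 C-terminus, 250 nM) bound to 100 nM fluorescein-labeled phosphorylated 10-aa BACH1 peptide, pH 7.3 phosphate buffer with DTT and Tween 20. Compounds incubated 12 min at room temperature; inhibition read as lowered polarization.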
# A350 autofl: compound fluoresces in the Alexa 350 spectral region; 59,000 tested, 11% active; max dye-equivalent concentration, M; Compound autofluorescence, 340/450 nm, Alexa 350 dye-equivalents; active compounds read high; in the data active = max dye-equivalent concentration above about 10 nM; inconclusive = mostly about 1.1 nM to 9.6 nM
# Rhodamine fluor: compound fluoresces in the rhodamine spectral region; 59,000 tested, 0.05% active; max dye-equivalent concentration, M; Rhodamine-region fluorescence, 547/598 nm, Tris buffer; active compounds read high; in the data active = max dye-equivalent concentration above about 11 nM; inconclusive = between about 1.1 nM and that limit
#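 qHTS spectral profiling of compounds without any target or enzyme present, in pH 8.0 Tris buffer; plates were read after a 15-minute room-temperature incubation using the rhodamine-region filter set.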
# Texas Red fluor: compound fluoresces in the Texas Red spectral region; Compound fluorescence, Texas Red channel, 547/618 nm; active compounds read high; max dye-equivalent concentration, M; 59,000 tested, 0.06% active; in the data active = max dye-equivalent concentration above about 10 nM; inconclusive = between about 1.1 nM and that limit
#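 Fluorescence at ex 547/em 618 nm, normalized against an on-plate Texas Red standard series to give dye-equivalent concentration per compound concentration. Buffer 100 mM Tris, pH 8.0; 15 min RT incubation before CCD imaging.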
# HEK293 cAMP ctrl: counter-screen for TSHR agonists: cAMP increase in parental HEK293 | parental HEK293 CNG cAMP sensor, membrane potential fluorescence | AID 938 | 73,000 tested, 2.5% active | Potency, µM (doses to about 57.1 µM), inactives show top-dose activation, hits mostly activators; also: potency is read from the fitted curve at half-maximal effect; % of control where 0% means no effect; nearly all actives have a fitted effect of over 55% in size
#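 Parental HEK 293 cells stably expressing a cAMP-gated CNG channel were loaded with membrane potential dye containing 100 uM RO 20-1724 for 60 min. Compound added for 30 min; depolarization read as fluorescence intensity at 590 nm.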
# Caspase-1 inhib: blocks human caspase-1 allosterically or competitively; P29466; Caspase-1 enzyme, Ac-WEHD-AFC fluorogenic rate; Potency, µM (highest dose often 57.5 µM), for inactives: at the top dose activity change, negative = inhibition, hits mostly inhibitors; 75,000 tested, 0.03% active;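 also: potency is read from the fitted curve at half-maximal effect; plate controls were vehicle for no effect and no substrate for full effect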
# BRCT inh red: inhibitors of human BRCA1 BRCT-phosphoprotein interaction (red fluorophore); P38398; AID 892; 75,000 tested, 0.03% active; BRCT-phosphopeptide binding, red fluorescence polarization; Potency, µM (titrated, usually from 76.9 µM), for the others: at the highest dose activity change, negative = inhibition, most hits filed as inhibitors; also: % is scaled to controls: 0 for no effect and ±100 for the full control effect
#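 Fluorescence polarization: 100 nM His-tagged BRCA1 BRCT with 100 nM TAMRA-labelled phospho-BACH1 decapeptide, phosphate buffer pH 7.3 with 150 mM NaCl, DTT, 0.01% Tween 20; 12 min RT. Binding inhibition seen as FP decrease.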
# Fluorescein autfl: compound fluoresces in the fluorescein spectral region; max fluorescein-equivalent concentration, M; AID 593; 59,000 tested, 0.91% active; Compound autofluorescence, 480/540 nm, fluorescein-equivalent; active compounds read high; in the data active = max fluorescein-equivalent concentration above about 10 nM; inconclusive = between about 1.1 nM and that limit
#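 In this qHTS profile, compound fluorescence was measured with a 480 nm/540 nm filter pair following a 15-min room-temperature incubation in 100 mM Tris (pH 8.0). A six-point fluorescein series on each plate served for normalization.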
# Caspase-7 inhib: blocks human caspase-7 allosterically or competitively; P55210; recombinant caspase-7, Ac-DEVD-AFC fluorescence rate; Potency, µM (series often up to 57.5 µM), for inactives: at the top dose activity change, negative = inhibition, hits mostly inhibitors; 75,000 tested, 0.02% active; AID 889; active = well fitted inhibition curve with a large enough effect in the main read-out, with a control signal flat, not every such curve was filed as active; inconclusive = small, poorly fitted or top-dose-only effect, or a change in a side signal; also: potency is read from the fitted curve at half-maximal effect; % of control where 0% means no effect
# 4-MU autofl: 4-MU region autofluorescence; compound autofluorescence, 340/450 nm, 4-MU equivalents; active compounds read high; max dye-equivalent concentration, M; 59,000 tested, 11% active; AID 589; in the data active = max dye-equivalent concentration above about 10 nM; inconclusive = mostly about 1.1 nM to 9.6 nM
#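 Compounds in 100 mM Tris, pH 8.0, sat 15 min at room temperature before fluorescence was read at 340 nm excitation/450 nm emission; a per-plate six-point 4-MU standard curve converted signals to dye-equivalent concentration at each compound concentration.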
# An asterisk follows results filed as active; i = inactive; u = inconclusive; x = no result given; [ ] = remark or other dose. Unless noted, calls follow the shape of the dose curve; as a rule, active = well fitted curve in the direction sought with a large enough effect; inconclusive = small, poorly fitted or top-dose-only effect, or another doubt; inactive = no such curve, though single readings can be large; an effect the other way counts as inactive or inconclusive.
no.	compound	USP2a inh	BRCT PPI green	A350 autofl	Rhodamine fluor	Texas Red fluor	HEK293 cAMP ctrl
1	c1coc(CNc2c3c(nc4ccccc24)CCC3)c1	18%	5.4%	x	x	x	28%
2	CCC(C)C(NC(=O)C1CCC(C)CC1)C(=O)NC(C(=O)OC)C(C)C (stereo unspecified)	14%	0.3%	i	i	i	28%
3	CCC(=O)N1c2ccc(S(=O)(=O)CCC(=O)NCc3ccc4c(c3)OCO4)cc2CC1C (stereo unspecified)	2%	0.4%	i	i	u	16%
4	Cc1ccc(S(=O)(=O)N2CCCCC2)cc1C(=O)Nc1ncn[nH]1	15%	0.1%	i	i	i	17%
5	CCOC(=O)Cn1c(C)nc2ccccc21	-3%	0.6%	x	x	x	-1%[11.4 µM]
6	OCCn1c(-c2ccc3c(c2)OCO3)csc1=Nc1ccccc1	2%	-1.3%	i	i	i	16%
7	Cc1cc(=O)n2c(-c3ccccc3C)n[nH]c2n1	-4%	-2.2%	1.5e-07M*	i	i	4%
8	CCCCN(CC)CCNC(=O)c1cc2c(C)nc3ccccc3c2o1	x	0.5%	x	x	x	4%
9	O=C1COc2ccc(C(=O)COC(=O)Cn3cnc4ccccc43)cc2N1	14%	-1.2%	i	i	i	5%
10	CCOC(=O)N1CCC(NC(=O)CCc2c(C)nc3nc(C)nn3c2C)CC1	-3%	-0.5%	i	i	i	-2%
11	COCCNC(=O)c1ccc(NS(C)(=O)=O)cc1	-3%	-0.6%	i	i	i	0%
12	O=C(COC(=O)C1=COCCO1)Nc1ncc(C(F)(F)F)cc1Cl	1%	-0.6%	u	i	i	-4%
13	CN(C)Cc1nc2ccccc2c(=O)n1Cc1nc(-c2cc3ccccc3o2)cs1	28%	1.3%	i	i	u	20%
14	O=C1COc2ccc3ccccc3c2CN1	-2%	0.1%	i	i	i	-2%
15	CCc1ccccc1N(CC)C(=O)c1cn(C)c(=O)c2cc(OC)c(OC)cc12	13%	-2.1%	i	i	i	6%

no.	Caspase-1 inhib	BRCT inh red	Fluorescein autfl	Caspase-7 inhib	4-MU autofl
1	-6%	1.2%	x	-8%	x
2	0%	0.2%	i	0%	i
3	2%	0.1%	i	-1%	i
4	-3%	-0.2%	u	-1%	i
5	-3%	0.3%	x	-1%	x
6	-2%	-0.4%	u	-1%	i
7	2%	0.5%	i	0%	1.2e-07M*
8	1%	-2.0%	x	-3%	x
9	-1%	0.7%	i	-1%	i
10	-3%	0.2%	i	0%	i
11	0%	-0.4%	i	-1%	i
12	-4%	0.2%	u	0%	u
13	-4%	-0.1%	i	-5%	i
14	-4%	1.6%	i	-1%	i
15	-2%	0.1%	i	0%	i

# Reformatted in transposed form: entries from further up.
7. Cc1cc(=O)n2c(-c3ccccc3C)n[nH]c2n1
8. CCCCN(CC)CCNC(=O)c1cc2c(C)nc3ccccc3c2o1
9. O=C1COc2ccc(C(=O)COC(=O)Cn3cnc4ccccc43)cc2N1
10. CCOC(=O)N1CCC(NC(=O)CCc2c(C)nc3nc(C)nn3c2C)CC1
11. COCCNC(=O)c1ccc(NS(C)(=O)=O)cc1
12. O=C(COC(=O)C1=COCCO1)Nc1ncc(C(F)(F)F)cc1Cl
Assay by compound	7	8	9	10	11	12
USP2a inh	-4%	x	14%	-3%	-3%	1%
BRCT PPI green	-2.2%	0.5%	-1.2%	-0.5%	-0.6%	-0.6%
A350 autofl	1.5e-07M*	x	i	i	i	u
Rhodamine fluor	i	x	i	i	i	i
Texas Red fluor	i	x	i	i	i	i
HEK293 cAMP ctrl	4%	4%	5%	-2%	0%	-4%
Caspase-1 inhib	2%	1%	-1%	-3%	0%	-4%
BRCT inh red	0.5%	-2.0%	0.7%	0.2%	-0.4%	0.2%
Fluorescein autfl	i	x	i	i	i	u
Caspase-7 inhib	0%	-3%	-1%	0%	-1%	0%
4-MU autofl	1.2e-07M*	x	i	i	i	u

# Next part
no.	compound	USP2a inh	BRCT PPI green	A350 autofl	Rhodamine fluor	Texas Red fluor	HEK293 cAMP ctrl
16	CCCCN(CCCNC(=O)C1CCN(S(=O)(=O)CC)CC1)c1ccccc1	12%	0.6%	i	i	i	14%
17	O=C(Nc1cccc(O)c1)c1cc(S(=O)(=O)N2CCCC2)ccc1Cl	-2%	-1.2%	i	i	i	u
18	CCCn1c(SCC(=O)Nc2ccccc2C(=O)OCC)nc2c1c(=O)n(C)c(=O)n2C	9%	-4.5%	i	i	i	16%
19	CNC(=O)c1cc2ccc(OC)cc2oc1=O	0%	-3.3%	8.3e-06M*	i	i	0%
20	N=C(N)SCCc1ccncc1	x	-0.4%[15.4 µM]	i	i	i	3%[11.4 µM]
21	COC(=O)c1ccc(COc2cccc(OC)c2)o1	-2%	0.7%	u	i	u	23%
22	COCCNC(=O)C(c1cccs1)N(C(=O)Cn1nnc2ccccc21)c1ccc2c(c1)OCO2 (stereo unspecified)	x	-3.8%	i	i	i	0%
23	Cc1ccc(C)c(NC(=O)CS(=O)(=O)c2cn(C)c3ccccc23)c1	4%	-2.0%	i	i	i	18%
24	O=c1[nH]c2ccc(Br)cc2c(-c2ccccc2)c1N1CCOCC1	x	-1.2%	x	x	x	u
25	COC(=O)[C@H]1C[C@@H]1[C@H](N)c1ccccc1	x	-2.8%	x	x	x	0%
26	Cc1ccc2nc(-c3ccccn3)oc2c1	4%	-0.9%	i	i	i	6%
27	CCn1cc(C(=O)OCc2cccc(Br)c2)c(=O)c2ccc(C)nc21	15%	-3.8%	u	i	i	u
28	CC(C)OCCCNc1ncnc2c1cnn2-c1ccccc1	x	x	i	i	i	x
29	CCOC(=O)C(C)(C)Oc1ccc(Cl)cc1	-2%	-2.8%	i	i	i	-6%
30	CC(=O)N1CCN(c2ccc(NCc3ccc(C)cc3)cc2)CC1	7%	-1.4%	i	i	u	1%

no.	Caspase-1 inhib	BRCT inh red	Fluorescein autfl	Caspase-7 inhib	4-MU autofl
16	0%	0.7%	i	-1%	i
17	0%	0.3%	u	8%	i
18	0%	-0.2%	i	0%	i
19	-5%	-1.9%	1.7e-08M*	-4%	7.5e-06M*
20	1%[11.5 µM]	-1.8%[15.4 µM]	u	-2%[11.5 µM]	i
21	0%	-0.2%	i	0%	u
22	-1%	0.9%	i	4%	i
23	1%	-1.0%	i	2%	i
24	u	-0.7%	x	u	x
25	1%	-0.7%	x	1%	x
26	0%	-0.4%	i	0%	i
27	-3%	-1.4%	u	-5%	u
28	x	x	u	x	i
29	0%	1.8%	i	3%	i
30	-1%	0.3%	i	2%	i

# (further entries)
no.	compound	USP2a inh	BRCT PPI green	A350 autofl	Rhodamine fluor	Texas Red fluor	HEK293 cAMP ctrl
31	Cc1ccccc1CN1CCNC(=O)C1CC(=O)O (stereo unspecified)	x	-0.9%	x	x	x	14%
32	CC(CCl)OC(C)CCl (stereo unspecified)	x	2.8%	x	x	x	7%
33	CCOC(=O)CC1=C(C(=O)OCC)C(c2ccc(OC)c(OC)c2)C(C#N)=C(N)O1 (stereo unspecified)	x	x	u	i	i	x
34	COc1ccccc1N1CCN(C(=O)C2CCC(Cn3c(=S)[nH]c4ccccc4c3=O)CC2)CC1 (stereo unspecified)	48%[activator]	0.4%	u	i	i	-1%
35	CN1CCCCc2c1nc1ccccc1c2N (tested in a mixture with another compound)	-2%	1.6%	u	i	i	-34%[inhibitor]
36	CCN(CC)CCCN(Cc1cc2cc(OC)ccc2[nH]c1=O)C(=O)Nc1ccc(F)cc1	2%	-1.1%	1.3e-07M*	i	i	19%
37	O=C(Nc1cccc(-c2nnc(-c3ccccc3)o2)c1)C1CCCO1 (stereo unspecified)	18%	-1.0%	i	i	i	6%
38	CCOC(=O)Cc1csc(NC(=O)CSc2nnc(-c3ccc(OC)cc3)n2C)n1	64%[activator]	-2.6%	i	i	u	4%
39	CCOC(=O)CNC(=O)CSc1ncnc2c1cnn2-c1ccc(Cl)cc1	-8%	-1.4%	i	i	i	7%
40	O=C(CC1CCCCC1)OCn1nnc2ccccc2c1=O	-1%	0.4%	i	i	i	7%
41	COc1ccc(C)cc1NC(=O)CN1CCN(S(=O)(=O)c2ccc(C(C)C)cc2)CC1	4%	1.0%	i	i	i	u

no.	Caspase-1 inhib	BRCT inh red	Fluorescein autfl	Caspase-7 inhib	4-MU autofl
31	-3%	-0.3%	x	-1%	x
32	-1%	-0.4%	x	-1%	x
33	x	x	u	x	u
34	-1%	-1.3%	i	-3%	u
35	-2%	-0.4%	i	1%	u
36	-1%	0.5%	i	1%	1.7e-07M*
37	0%	-5.4%	u	0%	i
38	0%	1.3%	i	-1%	i
39	-1%	-0.4%	u	1%	i
40	-2%	-0.7%	i	-10%	i
41	-1%	0.6%	i	-2%	i

# Gathered by group, those above containing fluorine.
no.	compound	USP2a inh	BRCT PPI green	A350 autofl	Rhodamine fluor	Texas Red fluor	HEK293 cAMP ctrl
12	O=C(COC(=O)C1=COCCO1)Nc1ncc(C(F)(F)F)cc1Cl	1%	-0.6%	u	i	i	-4%
36	CCN(CC)CCCN(Cc1cc2cc(OC)ccc2[nH]c1=O)C(=O)Nc1ccc(F)cc1	2%	-1.1%	1.3e-07M*	i	i	19%

no.	Caspase-1 inhib	BRCT inh red	Fluorescein autfl	Caspase-7 inhib	4-MU autofl
12	-4%	0.2%	u	0%	u
36	-1%	0.5%	i	1%	1.7e-07M*

# An excerpt; rates above refer to the full screens.
